# FXIa single inh: blocks human coagulation factor XIa activity | P03951 | purified human FXIa, fluorogenic AMC substrate cleavage | inhibition, % at 10 µM | actives 0.3% (n = 33,000);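 active = inhibition above 40% in the primary screen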;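 also: 0% = enzyme without compound and 100% = blank wells lacking enzyme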
# Target sequence (P03951 19-387 limits assumed): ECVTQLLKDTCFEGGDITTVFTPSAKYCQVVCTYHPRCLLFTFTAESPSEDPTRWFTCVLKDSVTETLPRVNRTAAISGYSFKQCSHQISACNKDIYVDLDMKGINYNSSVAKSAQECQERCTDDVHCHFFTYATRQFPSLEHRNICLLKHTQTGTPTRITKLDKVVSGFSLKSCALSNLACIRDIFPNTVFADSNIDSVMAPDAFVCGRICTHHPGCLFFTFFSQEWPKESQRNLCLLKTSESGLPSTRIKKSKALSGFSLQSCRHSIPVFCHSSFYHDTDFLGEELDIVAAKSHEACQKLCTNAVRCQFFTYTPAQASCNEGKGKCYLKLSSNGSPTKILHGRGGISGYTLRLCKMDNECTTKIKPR
# Target sequence (P03951 388-625 limits assumed): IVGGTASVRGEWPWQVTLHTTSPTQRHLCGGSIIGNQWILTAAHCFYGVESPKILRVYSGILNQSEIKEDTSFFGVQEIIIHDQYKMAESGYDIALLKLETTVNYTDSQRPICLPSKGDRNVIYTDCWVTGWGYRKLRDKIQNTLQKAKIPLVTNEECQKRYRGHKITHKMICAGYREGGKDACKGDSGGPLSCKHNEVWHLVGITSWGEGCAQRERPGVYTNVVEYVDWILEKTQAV
# FXIIa single: blocks human coagulation factor XIIa activity. P00748. purified human FXIIa, AMC substrate fluorescence, 2 h. inhibition, % at 10 µM. actives 0.2% (n = 33,000). AID 701; in the data active = inhibition above about 30%;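 also: 0% = enzyme with vehicle only and 100% = no enzyme blank; many of its hits are not listed in these tables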
# Active calls of the source: *. The list is partial; rates above refer to the full screens.
SMILES,FXIa single inh,FXIIa single
COc1ccc(C2/C(=C(\O)c3ccc4c(c3)OCCO4)C(=O)C(=O)N2Cc2ccco2)c(OC)c1 (configuration not stated),6,8
CC(C)(C)C(=O)Nc1cccc(-c2nc3ccccc3c(=O)o2)c1,1,7
C[C@]12CC[C@@H]3c4ccc(O)cc4C(=O)C[C@H]3[C@@H]1CC[C@@H]2O,6,5
NNc1nc(NCc2ccccc2)nc(N2CCOCC2)n1,-6,-3
CCOc1ccc(S(=O)(=O)Nc2cc(C)ccn2)c2ccccc12,-5,12
c1ccc(-c2cc3c(-n4cccc4)ncnc3o2)cc1,-9,0
CCCC(=O)Nc1c(-c2cccs2)c(=O)c2ccccc2n1CC,7,6
COC(=O)c1sc2nc(N3CCCCC3)c3c(c2c1N)CCCC3,-18,-25
OC1CCCN(Cc2ccc3ccc4cccc5ccc2c3c45)C1 (configuration not stated),5,5
CC(=O)Oc1ccc(-c2cccc(C(=O)NCC(=O)O)c2)cc1,-6,5
O=C(CN1C(=O)C2CC=CCC2C1=O)NCc1ccc2c(c1)OCO2 (configuration not stated),2,-18
COc1ccc(-n2nnnc2SCC(N)=O)cc1,2,5
Cc1ncc([N+](=O)[O-])n1CCO,9,8
CC1CCc2cc(F)ccc2N1C(=O)c1cnc2sccn2c1=O (configuration not stated),2,7
CC(=O)Nc1ccc(S(=O)(=O)N[C@@H](C)C(=O)Nc2ccc(N3CCOCC3)cc2)cc1,29,-12
CCC(=O)Nc1cc2c(C)cc(=O)oc2cc1C,4,0
COc1cc(C(=O)NCCC(=O)NCCN2CCOCC2)cc(OC)c1OC,-4,8
Cc1cccc(C(=O)N=c2c(C#N)cc3c(=O)n4cccc(C)c4nc3n2Cc2ccco2)c1,-7,-12
O=C(NCc1ccco1)C(C(=O)c1ccc(F)cc1)n1ccccc1=O (configuration not stated),-4,2
Cc1cc(C)nc(NS(=O)(=O)c2ccc(NC(=O)CN3C(=O)c4ccccc4C3=O)cc2)n1,-6,10
N/C(=N\OC(=O)c1ccc(Cl)cc1)c1cccnc1,3,9
COc1ccc(CCNC(=O)c2c(C)noc2C)cc1,3,11
O=C(c1ccncc1)c1nccn1-c1ccccn1,3,1
O=c1[nH]c(=O)n(C2CCCO2)cc1Br (configuration not stated),1,-13
O=C1CC(N2CCN(c3ccc(S(=O)(=O)N4CCCC4)cc3)CC2)C(=O)N1c1ccc(F)cc1 (configuration not stated),2,4

# Full records, looked up by structure. Order of values: FXIa single inh	FXIIa single
# Cc1ncc([N+](=O)[O-])n1CCO is listed as 9	8
# O=C(CN1C(=O)C2CC=CCC2C1=O)NCc1ccc2c(c1)OCO2 (configuration not stated) is listed as 2	-18
# CC1CCc2cc(F)ccc2N1C(=O)c1cnc2sccn2c1=O (configuration not stated) is listed as 2	7
# COC(=O)c1sc2nc(N3CCCCC3)c3c(c2c1N)CCCC3 is listed as -18	-25
# OC1CCCN(Cc2ccc3ccc4cccc5ccc2c3c45)C1 (configuration not stated) is listed as 5	5

# A few values from the results shown.
# Reading of CCCC(=O)Nc1c(-c2cccs2)c(=O)c2ccccc2n1CC under FXIIa single: 6
# Reading of CC(C)(C)C(=O)Nc1cccc(-c2nc3ccccc3c(=O)o2)c1 under FXIa single inh: 1
# Reading of COc1ccc(C2/C(=C(\O)c3ccc4c(c3)OCCO4)C(=O)C(=O)N2Cc2ccco2)c(OC)c1 (configuration not stated) under FXIIa single: 8
# Reading of COC(=O)c1sc2nc(N3CCCCC3)c3c(c2c1N)CCCC3 under FXIIa single: -25
# Reading of c1ccc(-c2cc3c(-n4cccc4)ncnc3o2)cc1 under FXIIa single: 0
# Reading of OC1CCCN(Cc2ccc3ccc4cccc5ccc2c3c45)C1 (configuration not stated) under FXIa single inh: 5

# The main list resumes; the 2 compounds before the break are reprinted first.
SMILES,FXIa single inh,FXIIa single
O=c1[nH]c(=O)n(C2CCCO2)cc1Br (configuration not stated),1,-13
O=C1CC(N2CCN(c3ccc(S(=O)(=O)N4CCCC4)cc3)CC2)C(=O)N1c1ccc(F)cc1 (configuration not stated),2,4
Cc1cc(Cl)ccc1N(CC(=O)N=Nc1c(O)[nH]c2ccccc12)S(C)(=O)=O,-9,1
CCCS/C(N)=N/N=C/c1cc(C)ccc1O,-1,4
CCOC(=O)c1oc2cc(C)cc(O)c2c(=O)c1-c1csc(C)n1,0,9
Cc1ccc(-n2nnnc2SCn2nnc3ccccc3c2=O)c(C)c1,-4,6
Cc1nn(C)cc1CN(C)C(=O)c1cc2nc(-c3ccco3)cc(C(F)(F)F)n2n1,-4,0
CCOc1ccc(-c2cc(N3C(=O)Nc4ccccc4N3O)on2)cc1,-2,6
CCC(=O)Nc1nc(N)n(-c2ccccc2)n1,-5,-3
COc1ccc(C(=O)NNC(=O)c2cnccn2)cc1[N+](=O)[O-],-1,7
COc1cccc(CNc2ccc3c(c2)CCC3)c1,-7,8
CCN1CCCC1CNC(=O)c1ccccc1Cl (configuration not stated),-4,7
O=C(CSc1nnc(C2CC2)n1-c1ccccc1)Nc1ccc(N2CCOCC2)cc1,9,3
Cc1nc(NS(=O)(=O)c2cccs2)c2c3c(sc2n1)CCC3,1,7
CC(C)(C)n1nnnc1CN(Cc1ccc(F)cc1)Cc1ccco1,-10,9
CCn1cc(C(=O)NCc2cccc(F)c2)c(=O)c2cc(F)c(N3CCN(C(=O)c4ccco4)CC3)cc21,2,0
NC(=O)C1(N2CCCCC2)CCN(C(=O)c2ccc(C#CC3(O)CCCCC3)cc2)CC1,20,-10
CC1=CC(C)(C)N(S(=O)(=O)c2ccc(F)cc2)c2ccccc21,4,8
CCN(CC)C(c1ccc(F)cc1)c1nnnn1CC1CCCO1 (configuration not stated),-2,7
CC(CC(=O)Nc1ccc2c(c1)OCCO2)c1ccccc1 (configuration not stated),-5,-2
Cc1noc(C)c1S(=O)(=O)N(C)CC(=O)Nc1ccc(F)cc1,-9,5
Cc1cc(C)c(S(=O)(=O)n2ccc3ccccc32)c(C)c1,-4,14
Cc1occc1C(=O)NCCc1ccc(Cl)cc1,15,-10
O=c1[nH]c(C2CCCN(S(=O)(=O)c3ccc(F)cc3)C2)nc2c1nnn2Cc1ccccc1 (configuration not stated),0,-12
O=C(NCC1CCCO1)C1CC(c2ccccc2Cl)=NO1 (configuration not stated),-12,5
Cc1oc2c(cc(NS(=O)(=O)c3ccc4c5c(cccc35)C(=O)N4)c3ccccc32)c1C(=O)OC(C)C,-9,3
CCOC(=O)/C(C#N)=C/C1=C(N2CCCC2)CC(C)(CC)OC1 (configuration not stated),2,7
# Other structures
SMILES,FXIa single inh,FXIIa single
CCCCn1c(N)c(N(CC(C)C)C(=O)CN(C)Cc2cccc(OC)c2)c(=O)[nH]c1=O,1,-2
COCCCNC(=O)Cn1nc(-c2ccccc2OC)ccc1=O,0,-2
CCn1c2ccccc2c2cc(NC(=O)CSc3nnc(-c4ccc(OC)cc4)n3N)ccc21,-11,6
Cc1cc(N2CCCC2)n2nc(C)c(-c3ccccc3)c2n1,4,-10
CCC1(C)CC(C(CC(=O)O)c2ccc(C)cc2)CCO1 (configuration not stated),0,11
Cc1n[nH]c(C)c1Sc1ccccc1N=Cc1cc(Cl)cc([N+](=O)[O-])c1O,-3,7
COc1ccc(-c2nc(SCC(=O)NCc3ccco3)c(-c3ccccc3)[nH]2)cc1OC,4,3
COc1ccccc1-n1cnnc1SCc1csc(-c2ccccc2)n1,-11,6
CCCCCCC(=O)N(O)C1CC(=O)N(Cc2ccccc2)C1=O (configuration not stated),-4,6
COc1cc(C2Nc3ccccc3C(=O)N2c2ccccc2)ccc1O (configuration not stated),-6,-5
Cn1cnnc1SC1CCCCC1NS(=O)(=O)c1ccc(Cl)cc1 (configuration not stated),-2,1
Cc1ccccc1NC(=O)CSc1nnc(-c2ccco2)c(-c2ccco2)n1,-8,9
COc1ccc(-n2c(N)c(C(=O)NCc3cccnc3)sc2=S)cc1,-4,7
COc1ccc(C2C(C#N)=C(N)Oc3c2c(C)nn3-c2ccccc2)cc1Cn1nc(C)c([N+](=O)[O-])c1C (configuration not stated),1,0
CCCCN1CN=C(Nc2nc3ccccc3o2)NC1,4,-11
CCOC(=O)c1c(NC(=O)CSc2nnc(-c3ccccc3)o2)sc(C(C)=O)c1C,5,3
O=C(N1CCNCC1)N1CCOCC1,5,6
O=C1NCCN/C1=C\C(=O)c1ccccc1,13,6
Cc1ccc(C2CC(c3cccs3)=NN2C(=O)CSC2=NN3CCCC(=O)N=C3S2)cc1 (configuration not stated),-1,4
CCOC(=O)c1c(C)n(C)c2cc(Br)c(C)cc12,-4,5
CCCc1cc(=O)n2[nH]c(-c3cc(OC)c(OC)c(OC)c3)nc2n1,-3,8
CC(C)[C@H](N)c1nnc(SC/C=C/c2ccccc2)o1,-4,5
Cc1ccc2cc(C#N)c(N3CCCC3)nc2c1C,1,4
Cn1nc(C(F)(F)F)c(C#N)c1N1CCN(c2ccccc2F)CC1,5,5
CC(Sc1nnc2ccccn12)C(=O)N1CCc2ccccc2C1 (configuration not stated),-6,7
# Next entries follow:
SMILES,FXIa single inh,FXIIa single
CCCCOC1(c2ccccc2)NC(=S)NN=C1c1ccccc1 (configuration not stated),-6,9
COc1ccc2nc(NC(=O)c3ccc4ncsc4c3)sc2c1,-15,-12
CC(C)(C)C(=O)N1CCCC1C(=O)O (configuration not stated),27,-15
Cc1ccc(CNC(=O)CS(=O)CC(=O)O)cc1 (configuration not stated),-12,10
CC(=O)c1n[nH]nc1NC(=O)c1ccccc1,2,1
CN(c1ccc(C(=O)Nc2ccccc2C(=O)N2CCOCC2)cc1)S(C)(=O)=O,-5,4
O=C(COC(=O)CCS(=O)(=O)c1ccc(Cl)cc1)NC1CCCCC1,-5,1
CCCC/C(O)=N\S(=O)(=O)c1ccc(N=NN(C)C)cc1,3,9
O=C(C1CCCCN1S(=O)(=O)c1ccccc1)N1CCCCC1 (configuration not stated),-5,8
CCCNC(=O)c1cnc(Sc2ncc(C(F)(F)F)cc2Cl)n1C,2,-4
CCN(CC)c1ccc(C2NCC(c3ccc([N+](=O)[O-])cc3)O2)cc1 (configuration not stated),-5,2
O=C(c1ccc(Cl)cc1)c1c[nH]cc1-c1ccccc1,-5,4
CC(=O)c1c(C)[nH]c(C(=O)NCc2ccc(C)cc2)c1C,4,5
Cc1nnc(SCC(=O)Nc2ncc(Cl)cc2Cl)n1Cc1ccccc1,4,5
CCCCNCC(=O)Nc1ccc(NC(=O)CNCCCC)cc1,10,14
COc1ccc(-c2noc(-c3ccccc3C(=O)N3CCOCC3)n2)cc1,-13,6
COC(=O)c1cn(-c2ccccc2)nc1-c1ccncc1,2,1
COc1cccc(/C=N/Nc2ncnc3scc(-c4ccccc4)c23)c1OC,-5,10
Cc1cc(NC(=O)c2ccco2)no1,-3,-2
CN(C)S(=O)(=O)c1cccc(-c2nnc(-c3ccccc3)o2)c1,11,5
O=c1[nH]c2c(cc1CNCCN1CCOCC1)c(-c1cccc(F)c1)nn2-c1ccccc1,-2,-14
Cc1nnc(C)n1/N=C/c1ccc(C(=O)O)cc1,-7,12
O=C(Nc1cccc(-c2cc3ccccc3oc2=O)c1)c1ccc(Br)o1,-4,6
Nc1nc(-c2ccc(Br)cc2)cc(C(F)(F)F)n1,1,-7
c1ccc(CN2CCN(c3ncnc4c3[nH]c3ccccc34)CC2)cc1,7,6

# Reprinted at random: 6 compounds from above
SMILES,FXIa single inh,FXIIa single
O=C(CSc1nnc(C2CC2)n1-c1ccccc1)Nc1ccc(N2CCOCC2)cc1,9,3
CCCCNCC(=O)Nc1ccc(NC(=O)CNCCCC)cc1,10,14
COc1ccc(-c2noc(-c3ccccc3C(=O)N3CCOCC3)n2)cc1,-13,6
Cc1nnc(SCC(=O)Nc2ncc(Cl)cc2Cl)n1Cc1ccccc1,4,5
CCCS/C(N)=N/N=C/c1cc(C)ccc1O,-1,4
Cc1nc(NS(=O)(=O)c2cccs2)c2c3c(sc2n1)CCC3,1,7

# Source: PubChem
